# Screening data as filed in PubChem BioAssay.
# WRN helicase inh = blocks human WRN helicase; Potency, µM (top dose mostly 114 µM), inactives show at the top dose activity change, negative = inhibition, actives largely listed as inhibitors; Q14191; WRN helicase unwinding, fluorescent forked duplex, kinetic; actives 0.46% (n = 360,000); AID 651768; further: potency means the concentration at half of the fitted maximal effect; on the % scale 0 is the no-effect control and ±100 the full control effect; nearly all actives have a fitted effect of over 55% in size
#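 Enzyme (20 nM final) and test compound sit together 15 min at room temperature before substrate addition. Substrate is a single-forked duplex oligonucleotide (100 nM) labelled with fluorophore and quencher, with 2 mM ATP; helicase unwinding raises red fluorescence, read kinetically.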
# Abeta yeast res = compounds reversing amyloid beta toxicity in yeast; yeast expressing A-beta42, growth rescue, OD600, 48 h; response scale: 0% DMSO, 100% iron-clioquinol control; Potency, µM (titrated, usually from 46.1 µM), for inactives: at the top dose growth rescue, hits mostly activators; actives 0.063% (n = 410,000); further: potency means the concentration at half of the fitted maximal effect; nearly all actives have a fitted effect of over 55% in size
#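 Yeast growth medium received pinned compounds, then yeast cells expressing toxic A-beta were added; plates incubated at 30 C for 48 hr. Growth read as absorbance at 600 nm, normalized to DMSO and equimolar FeCl3 plus clioquinol controls.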
# EPAC1 antagonist = blocks human EPAC1 exchange factor. actives 0.14% (n = 360,000). Potency, µM (doses to about 115 µM), without a hit: top-dose activity change, negative = inhibition, hits mostly inhibitors. O95398. EPAC1 GEF assay, Rap1b-BODIPY-GDP exchange fluorescence;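 further: potency means the concentration at half of the fitted maximal effect; plate controls were vehicle for no effect and positive control for full effect; nearly all actives have a fitted effect of over 50% in size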
# IL2 activator = activates IL-2 in a cell-based reporter assay. activation, % (series mostly up to about 46 µM). AID 652025. actives 0.065% (n = 360,000). IL-2 activation reporter assay, cell-based qHTS; stimulated with anti-CD3/CD4/CD28 beads; in transgenic mouse T cells; in the data active means activation above about 50%; inconclusive means mostly about 30% to 49%; further: 0% is about no effect
#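 Unstimulated transgenic mouse T cells, 750 per well, received compound and, after 60 minutes, anti-CD3/anti-CD4 bead plus anti-CD28 stimulation. EGFP and DsRed were quantified after 18 hours.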
# EPAC1 ag = activates human EPAC1 exchange factor; O95398; EPAC1 agonist qHTS, biochemical assay; response scale: 100% = response to 6.5 mM cAMP; Potency, µM (series often up to 154 µM), without a hit: at the top dose activation, actives largely listed as activators; actives 0.073% (n = 360,000); AID 720707; further: potency means the concentration at half of the fitted maximal effect; nearly all actives have a fitted effect of over 60% in size
#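 Nucleotide exchange by EPAC1 (100 nM) on Rap1B–BODIPY-GDP (250 nM) in the presence of 50 uM GDP is tracked fluorescently at 480/540 nm over 30 min. Signals are normalized to a 6.5 mM cAMP control.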
# PI5P4Ka inh = blocks human PI5P4K alpha kinase activity; P48426; PI5P4Kalpha enzyme, ADP-Glo luminescence, 60 min; hits give low values; max response, %; actives 1.2% (n = 330,000); AID 652105; active means max response of -50% or lower; inconclusive means between -30% and -50%; inactive means -30% or higher; further: value at the top dose of about 77 µM; on the % scale 0 is the no-effect control and ±100 the full control effect
# Target sequence (P48426 whole entry, looked up): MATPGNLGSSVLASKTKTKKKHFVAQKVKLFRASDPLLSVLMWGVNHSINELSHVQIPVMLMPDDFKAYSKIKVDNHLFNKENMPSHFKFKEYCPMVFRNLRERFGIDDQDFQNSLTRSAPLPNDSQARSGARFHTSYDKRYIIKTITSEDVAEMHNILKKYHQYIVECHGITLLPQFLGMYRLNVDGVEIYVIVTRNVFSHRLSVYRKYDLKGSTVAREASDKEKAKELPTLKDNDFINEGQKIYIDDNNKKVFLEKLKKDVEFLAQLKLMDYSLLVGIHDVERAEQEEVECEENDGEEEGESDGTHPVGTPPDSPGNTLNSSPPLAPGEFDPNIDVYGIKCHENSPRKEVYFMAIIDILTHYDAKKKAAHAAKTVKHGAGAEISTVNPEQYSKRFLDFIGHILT
#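 Human PI5P4Kalpha with substrate in 0.038 M HEPES pH 7.4, 0.28 mM EGTA, 0.1% CHAPS, 5% DMSO; reaction started with 5 microM ATP (final), 60 min at room temperature. ADP formed read by ADP-Glo luminescence.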
# PLK1 PBD inh = blocks phosphopeptide binding to human PLK1 polo-box domain; Potency, µM, for the others: max response, negative = inhibition, hits mostly inhibitors; P53350; AID 720504; actives 2.8% (n = 360,000); Plk1 PBD binding of FITC phosphopeptide, fluorescence polarization; further: potency means the concentration at half of the fitted maximal effect; series mostly up to about 57 µM; on the % scale 0 is the no-effect control and ±100 the full control effect; nearly all actives have a fitted effect of over 65% in size
# Target sequence (P53350 whole entry, looked up, the tested form may be a part): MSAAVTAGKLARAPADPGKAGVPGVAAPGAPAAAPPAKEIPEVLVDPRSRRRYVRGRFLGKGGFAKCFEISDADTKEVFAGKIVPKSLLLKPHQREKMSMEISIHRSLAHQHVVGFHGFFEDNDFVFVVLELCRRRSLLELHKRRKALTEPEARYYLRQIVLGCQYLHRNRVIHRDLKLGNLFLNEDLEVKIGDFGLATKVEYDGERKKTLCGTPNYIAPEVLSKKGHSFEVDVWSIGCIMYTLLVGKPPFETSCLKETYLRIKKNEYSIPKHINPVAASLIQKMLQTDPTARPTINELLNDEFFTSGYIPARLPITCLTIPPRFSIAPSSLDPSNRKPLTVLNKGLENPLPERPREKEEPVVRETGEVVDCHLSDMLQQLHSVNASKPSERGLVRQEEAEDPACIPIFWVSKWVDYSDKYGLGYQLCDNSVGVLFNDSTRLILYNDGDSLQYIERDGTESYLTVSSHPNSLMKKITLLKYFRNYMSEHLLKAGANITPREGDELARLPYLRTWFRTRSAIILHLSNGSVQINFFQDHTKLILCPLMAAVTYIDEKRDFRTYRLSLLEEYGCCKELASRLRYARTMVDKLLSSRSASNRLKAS
# aSyn yeast inh = rescues yeast growth from alpha-synuclein toxicity; Yeast expressing alpha-synuclein, growth rescue, BacTiter-Glo, 24 h; Potency, µM (series often up to 46.1 µM), for inactives: at the highest dose growth rescue (activation), hits mostly activators; actives 0.14% (n = 370,000); AID 652106; further: potency means the concentration at half of the fitted maximal effect; % of control where 0% means no effect; nearly all actives have a fitted effect of over 65% in size
#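 Rescue of yeast growth: cells expressing toxic alpha-synuclein, induced in galactose at OD600 0.02, incubated with compound 24 h at 30 C. ATP luminescence quantified growth; inhibitors of toxicity appear as activators.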
# FUS yeast rescue = rescues growth of FUS-expressing yeast; actives 0.24% (n = 390,000); Potency, µM (series often up to 76.6 µM), inactives show at the top dose growth rescue (activation), hits mostly activators; S. cerevisiae FUS-expressing, growth rescue, OD600, 24 h;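 further: potency means the concentration at half of the fitted maximal effect; plate controls were DMSO vehicle for no effect and reference control for full effect; nearly all actives have a fitted effect of over 55% in size; some results filed as inactive show a strong effect at the top dose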
#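 Read-out: OD at 600 nm after 24hr at 30C, reporting rescue of FUS-induced yeast toxicity. Cells at OD 0.005 in galactose (2%) minimal medium; compounds tested in a dilution series; CP55940 titration from 92uM final as control.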
# Active calls of the source: *; ? = inconclusive; nt = no result given; & = joins results of further samples; [ ] = dose if it differs, or a comment. Unless noted, the call rests on the fitted dose curve; in most records, active means well fitted curve in the direction sought with a large enough effect; inconclusive means small, poorly fitted or top-dose-only effect, or another doubt; inactive means no such curve, though single readings can be large; an effect the other way counts as inactive or inconclusive. No enrichment for hits (roughly 4.1% active in at least one column).
SMILES,WRN helicase inh,Abeta yeast res,EPAC1 antagonist,IL2 activator,EPAC1 ag,PI5P4Ka inh,PLK1 PBD inh,aSyn yeast inh,FUS yeast rescue
CCCNC(=O)C1(C)CCN(C(=O)c2ccc3snnc3c2)C1 (stereo not drawn),0.4%,-7.4%,18.4%,0.2,-2.2%,-0.8,4.2%,5.6%,-27.2%
CCOc1ccc(OCc2ccc(C(=O)NN)o2)cc1,10.5%,-9.3%,-21.8%,-0.1,-2.8%,0.7,-12.1%,-16.4%,19.9%
COc1cccc(CNC(=O)C2CCN(c3ncnc4c3nc3n4CCCCC3)CC2)c1,-5.4%,-11.0%,-6.2%,-0.6,6.4%,-2.0,-6.2%,3.0%,-16.0%&1.3%
CSc1nc(C)c2cc(C)oc2n1,-23.4%,-0.1%[9.22 µM],-3.7%,-2.9,-0.5%,-9.6,-0.5%,1.1%,-39.0%
COc1ccc(OCC(=O)N2CCN(S(=O)(=O)c3ccc(Cl)cc3)CC2)cc1,-5.6%,-24.0%,4.7%,-1.6,-3.6%,nt,-4.3%,-0.7%,-10.0%
CCn1cc([N+](=O)[O-])c(C(=O)Nc2nc(-c3ccc(C)c(C)c3)c(C)s2)n1,2.3%,13.5%,5.1%,-1.1,0.8%,nt,-0.9%,-1.7%,7.7%
O=C(O)C(Cc1ccc(OS(=O)(=O)Cc2ccccc2)cc1)NS(=O)(=O)Cc1ccccc1 (stereo not drawn),10.4%,-10.7%,12.6%,0.0,5.4%,0.3,-23.7%,11.7%,-3.7%
Cc1c(NC(=S)Nc2ccccc2C(F)(F)F)cccc1[N+](=O)[O-],-0.3%,-3.7%,-8.2%,-3.0,8.1%,-7.2,?,4.2%,14.8%
COC(C[C@@H]1O[C@@H]1[C@@H](O)[C@@H](C)OCc1ccccc1)OC,-2.9%,-2.4%,2.6%,0.3,-3.4%,-6.2,-11.1%,-0.8%,-21.3%
CCOCCCNC(=S)N1CCC(NC(=O)c2ccco2)CC1,4.0%,-6.3%,1.2%,-2.0,-5.7%,-6.9,-21.3%,-0.8%,-16.5%
Cc1cc(C)n2nc(SCc3ccccc3F)nc2n1,1.7%[57.1 µM],-4.7%,-13.3%,-0.1,3.0%,-1.6,?,7.6%,-27.3%
CCOC(=O)c1c(C2CC2)csc1NC(=O)COC(=O)c1cc(OC)c(OC)cc1[N+](=O)[O-],-2.1%,-3.2%,-5.2%,-0.5,1.6%,4.0,-3.5%,1.1%,-4.5%
CSc1nc(C)c(CCOC(=O)c2cccc(C)c2)c(=O)[nH]1,-4.6%,3.7%,-3.3%,-1.1,2.6%,0.5,-8.5%,1.0%,-2.7%
CCOC(=O)c1ccc(N2C(=O)CC(Sc3ncccn3)C2=O)cc1 (stereo not drawn),2.4%,-11.1%,-20.4%,0.5,-3.2%,3.8,-9.1%,-2.8%,-3.1%
S=c1[nH]nc(-c2cc(-c3ccccc3)n[nH]2)n1/N=C/c1c2ccccc2cc2ccccc12,50.1µM*,-6.9%,-16.0%,0.6,23.0%,-58.9*,?,7.1%,?
c1ccc(CNc2ccc(CNc3ncn[nH]3)cc2)cc1,7.3%,-2.9%,10.1%,-1.6,0.5%,nt,-0.8%,-7.3%,41.8%
O=S(=O)(Cc1ccccc1Cl)N1CCCCC1,2.4%,8.5%,6.1%,1.8,-6.4%,-1.2,-0.7%,2.4%,8.0%
O=C(NCCCN1CCCCCC1)c1ccc2c(Cl)c3c(nc2c1)CCCC3,-16.7%,-2.8%,-19.6%,-6.6,-10.2%,-7.6,-12.9%,-1.4%,nt
Cc1ccc(NC(=O)CCNS(=O)(=O)c2ccc3[nH]c(=O)oc3c2)cc1,-2.3%,9.3%,6.7%,-2.2,-11.7%,2.4,-9.7%,-1.3%,6.8%
O=C(O)c1cccc(-c2ccc(/C=N/NC(=O)C3COc4ccccc4O3)o2)c1 (stereo not drawn),?,-1.8%,-21.4%,0.4,6.5%,-3.8,-25.1%,-1.2%,3.4%
Cc1cccc(NC(=O)c2ccc(C3SCC(=O)N3CCc3ccccc3)cc2)c1 (stereo not drawn),-26.8%,-1.8%,-2.6%,-4.0,16.9%,2.4,-10.9%,5.3%,nt
CC1Cc2ccccc2N1S(=O)(=O)c1cnc[nH]1 (stereo not drawn),-2.2%,6.7%,14.9%,4.1,0.5%,1.6,-7.0%,-10.2%,22.7%
CC1CCC(NS(=O)(=O)c2ccc3c(c2)CC(=O)N3)CC1 (stereo not drawn),-8.7%,-9.7%,7.0%,0.2,10.8%,1.3,-1.4%,-8.9%,-6.8%
CCN(CC)CCCn1c2c(c(SCC(=O)Nc3ccc(OC(F)(F)F)cc3)nc1=O)CCC2,-3.7%,-13.0%,8.2%,-1.5,-2.8%,9.4,-5.8%,0.2%,21.1%
Cc1cc(C)c(NC(=O)CSc2nc3ncc(Cl)cc3[nH]2)c(C)c1,2.0%,2.1%,-10.7%,-0.5,14.8%,1.1,-10.2%,0.4%,1.0%

# Following part.
SMILES,WRN helicase inh,Abeta yeast res,EPAC1 antagonist,IL2 activator,EPAC1 ag,PI5P4Ka inh,PLK1 PBD inh,aSyn yeast inh,FUS yeast rescue
CCC(=O)Nc1nc(CC(=O)Nc2ccccc2)cs1,1.9%,-4.9%,-3.6%,-2.2,11.8%,nt,-10.3%,-2.3%,25.4%
c1ccc(-c2cnc(SCCN3CCOCC3)n2CC2CCCO2)cc1 (stereo not drawn),-2.1%,-6.1%,-0.3%,-2.4,-1.2%,-11.4,-1.3%,-1.7%,5.2%
CCOC(=O)C1Nc2ccc(C(F)(F)F)cc2C2c3ccccc3CC12 (stereo not drawn),14.2%,-5.1%,2.9%,-0.2,-7.4%,9.6,-8.3%,-41.9%[inhibitor],-2.5%
COCCCNc1nc(-c2ccc(Cl)cc2)nc2ccccc12,-1.4%,2.4%,-5.0%,-3.1,4.5%,32.5,-7.0%,-9.3%,10.3%
CCOC(=O)C1=C(C)Nc2ccc(C)cc2S1,-4.4%,-3.9%,-7.3%,-0.5,3.5%,0.2,?,8.0%,14.7%
CSc1ccc(Cn2c(C)c(C(=O)NCc3cccc(Cl)c3)sc2=O)cc1,-12.4%[57.1 µM],-10.3%,?,-0.3,-3.5%,8.4,-12.9%,-1.6%,-3.5%
Cc1csc2ncnc(NCCc3ccccn3)c12,-2.4%,-3.6%,-1.1%,-0.8,14.8%,5.3,-5.8%,-2.9%,-12.6%
O=C(CN1CCN(c2ccc(Cl)cc2)CC1)c1ccccc1,2.2%,-5.2%,-13.8%,0.4,3.0%,0.7,-12.2%,13.8%,-24.8%
COCCCNC(=O)c1ccc(CS(=O)(=O)c2ccccc2OC)o1,1.8%,-19.9%,9.5%,-2.4,10.1%,3.7,-4.1%,-6.8%,17.2%
CC(=O)Nc1ccc(NC(=S)NC(=O)c2oc3ccccc3c2C)cc1,8.0%,2.4%,-1.8%,2.0,-6.0%,-8.2,-6.6%,-2.5%,nt
CC1CCCCN1C(=O)C(=O)c1cn(CC(=O)N2CCCCCC2)c2ccccc12 (stereo not drawn),3.3%,-8.6%,-2.3%,-0.4,6.7%,-8.6,-11.3%,-2.1%,23.9%
NC(=O)C1CCN(C(=O)CSc2ncccn2)CC1,6.6%,4.5%,-17.2%,0.6,-6.1%,-3.1,7.7%,8.6%,8.9%
C=CCNc1nnc(SC2CC(=O)N(c3ccc(OCCC)cc3)C2=O)s1 (stereo not drawn),-10.0%,-47.8%[inhibitor],-15.9%,-0.7,1.7%,4.0,21.2µM*,-0.2%,27.2%
O=C(N/N=C/c1cccc(O)c1)c1cc(C2CC2)nc2ccccc12,-6.8%,-3.4%,10.7%,0.2,6.4%,2.3,-0.1%,-0.2%,28.1%
CCOC(=O)N1CCC(c2cc(=O)n3[nH]c(C)c(-c4ccc(F)cc4)c3n2)CC1,-0.5%,-15.2%,-12.9%,-3.3,-5.7%,-15.1,-28.5%,-3.4%,17.0%
CC(=O)Nc1cccc(NS(=O)(=O)c2cccc3nsnc23)c1,4.6%,-3.3%,-17.6%,-0.2,-14.4%,-1.2,-10.9%,-2.0%,-3.4%
O=C(CN1CCN(c2cccc(C(F)(F)F)c2)CC1)N(C1CC1)C1CCS(=O)(=O)C1 (stereo not drawn),9.1%,-8.8%,37.8%[activator],1.1,-19.7%,0.6,-0.9%,-3.6%[1.84 µM],20.7%
Cc1nn(CC(=O)NC2CCS(=O)(=O)C2)c(C)c1S(=O)(=O)N(C)C (stereo not drawn),2.1%,-0.3%,18.2%,-0.3,-5.3%,-5.7,4.6%,-6.3%,-15.4%
CC(C)N1CCN(c2ccncc2S(=O)(=O)N2CCN(C)CC2)CC1,-3.7%,-0.8%,6.7%,0.7,4.2%,1.6,-9.8%,?,-32.9%
Cc1cc(NS(=O)(=O)c2ccc(NC(=O)c3ccco3)cc2)nc(C)n1,7.7%,-9.5%,22.2%,-1.8,-4.0%,-0.2,-3.8%,-14.3%,19.5%

# Molecules above that contain a thiophene ring, fused or not, in the order listed:
SMILES,WRN helicase inh,Abeta yeast res,EPAC1 antagonist,IL2 activator,EPAC1 ag,PI5P4Ka inh,PLK1 PBD inh,aSyn yeast inh,FUS yeast rescue
CCOC(=O)c1c(C2CC2)csc1NC(=O)COC(=O)c1cc(OC)c(OC)cc1[N+](=O)[O-],-2.1%,-3.2%,-5.2%,-0.5,1.6%,4.0,-3.5%,1.1%,-4.5%
Cc1csc2ncnc(NCCc3ccccn3)c12,-2.4%,-3.6%,-1.1%,-0.8,14.8%,5.3,-5.8%,-2.9%,-12.6%
